CAL PDZ FP-1 – inhibitors of human CAL PDZ peptide binding; Q9HD26; purified CAL PDZ, TMR-peptide fluorescence polarization, 1 h; inhibition, % at 24.9 µM; hit rate 0.92% among 300,000; AID 602252;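 active = mean inhibition of at least 30% with at least half of replicates also reaching 30%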;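 note: 0% = DMSO neutral control and 100% = excess unlabeled competitor peptide PRC23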
NSD2 inh – NSD2 (human) methyltransferase inhibition. hit rate 0.54% among 310,000. AID 743445. NSD2 peptide methylation, AlphaScreen, 120 min. inhibition, % at 12.5 µM. O96028; in the data active = inhibition above about 50%
V-ATPase pHluor – regulators of yeast V-ATPase proton transport; S. cerevisiae, pHLuorin cytosolic pH fluorescence; response, % at 10 µM; hit rate 0.37% among 350,000; AID 504577; in the data active = response mostly above about 7.3%, no sharp cut-off; inactive = mostly below about 5.4%; note: actives read high; inactives centre near 0; some compounds called inactive have numbers as strong as hits; reference of the scale not given here
DAGLB inh – diacylglycerol lipase beta (human) inhibition; Q8NCG7; HEK293T DAGLB membrane lysate, EnzChek fluorogenic substrate; inhibition, % at 5.17 µM; hit rate 0.059% among 340,000; AID 504411; in the data active = inhibition above about 34%;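 note: 0% = enzyme with vehicle and 100% = wells lacking enzyme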
RTF Ca sens inh – cardiac RTF calcium desensitization | inhibition, % at 7.15 µM | IANBD-labeled cardiac RTF, Ca2+ fluorescence | hit rate 0.12% among 340,000 | AID 493244 | P19429+P45379;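 active = inhibition above the mean inhibition of all tested compounds plus 3 SD, cut at about 17% in these data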;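 note: assay run at fixed EC70 calcium of 1.6 mM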
Keap1-Nrf2 PPI – inhibitors of human Keap1-Nrf2 protein-protein interaction. Q14145. Keap1 Kelch-Nrf2 peptide fluorescence polarization, 1536-well. inhibition, % at 9.4 µM. hit rate 0.15% among 340,000. AID 504523; in the data active = inhibition above about 12%;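 note: human Keap1 Kelch domain with fluorescein labeled Nrf2 9mer peptide probe; 0% = neutral control wells and 100% = peptide positive control; higher means more block of Keap1 binding to Nrf2 peptide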
Target sequence (Q14145 whole entry, looked up, the tested form may be a part): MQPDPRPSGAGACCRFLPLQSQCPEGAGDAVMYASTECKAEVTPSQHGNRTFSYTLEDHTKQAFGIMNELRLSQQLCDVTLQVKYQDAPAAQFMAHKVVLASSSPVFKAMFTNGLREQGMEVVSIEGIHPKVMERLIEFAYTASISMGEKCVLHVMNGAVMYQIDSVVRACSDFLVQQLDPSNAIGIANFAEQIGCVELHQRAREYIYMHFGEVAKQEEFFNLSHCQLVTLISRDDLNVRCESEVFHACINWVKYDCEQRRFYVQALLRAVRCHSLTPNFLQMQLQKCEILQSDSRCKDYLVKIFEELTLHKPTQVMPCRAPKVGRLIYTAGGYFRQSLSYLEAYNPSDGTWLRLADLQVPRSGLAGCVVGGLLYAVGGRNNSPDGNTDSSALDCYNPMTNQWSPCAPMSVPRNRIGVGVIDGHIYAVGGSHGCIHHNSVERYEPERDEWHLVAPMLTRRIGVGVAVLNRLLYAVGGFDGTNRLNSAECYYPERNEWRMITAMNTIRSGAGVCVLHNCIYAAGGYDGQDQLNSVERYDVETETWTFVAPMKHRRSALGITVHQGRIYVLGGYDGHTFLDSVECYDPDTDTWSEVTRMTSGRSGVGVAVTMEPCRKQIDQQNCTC
Arrestin-AP2 inh – inhibitors of human beta-arrestin and AP2 interaction; inhibition, % at 10 µM; FITC-arrestin peptide / GST-AP2 beads, flow cytometry; AP2 beta2 appendage carries R879A mutation; hit rate 0.31% among 340,000;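 active = inhibition above a set limit, near 3 SD of compounds lacking own fluorescence, cut at about 54% in these data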;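 note: plate controls were DMSO wells for no effect and 5 µM unlabelled arrestin peptide for full effect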
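System: GST-AP2 R879A glutathione beads; medium: PBS, Tween 20 0.05%, BSA 0.1%; reagent: fluorescein-tagged arrestin peptide at 50 nM final; schedule: pre-incubation 12 min, peptide binding 1 h, room temperature; detection: flow cytometry, FL1 (488/535 nm); read-out: inhibition as reduced fluorescein signal on beads, percent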
DSG3 Ab inh – human desmoglein-3 autoantibody binding inhibition; P32926; binding (percent of control), % at 10 µM; DSG3-coupled beads, scFv-anti-DSG3-GFP binding, flow cytometry; stronger effect = lower value; hit rate 0.48% among 310,000; AID 588358;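 active = binding more than 3 SD below its plate's average and above zero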;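 note: hits lower antibody fragment binding to DSG3; some compounds called inactive have numbers as strong as hits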
C-LANA FP – blocks KSHV LANA C-terminal domain binding to DNA; inhibition, % at 9 µM; MBP-C-LANA/FAM-LBS DNA binding, fluorescence polarization; hit rate 0.078% among 340,000;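 active = highest replicate inhibition at or above 60% at 9 µM, even if other replicates fall short; inactive = all replicates below 60% inhibition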;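 note: 0% = neutral control wells and 100% = 4 µM acridine orange control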
CAL PDZ FP-2 – inhibitors of human CAL PDZ peptide binding; Q9HD26; purified CAL PDZ, TMR-peptide fluorescence polarization, 1 h; inhibition, % at 20 µM; hit rate 0.02% among 330,000; AID 504414;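 active = highest replicate inhibition of at least 40%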;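 note: plate controls were DMSO neutral control wells for no effect and unlabeled competitor peptide control wells for full effect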
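System: purified tagged CAL PDZ domain construct (CerCALP). Schedule: 1 h incubation at room temperature before polarization reading. Medium: 25 mM sodium phosphate pH 7.4, 150 mM NaCl, TCEP, IgG, Thesit. Read-out: percent inhibition from loss of millipolarization. Measured by: FP readout, S and P plane fluorescence. Probe or stimulus: fluorescent TMR peptide probe.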
Starred values were filed as active, the others as inactive; nt = not tested or not shown. An excerpt; rates above refer to the full screens.

SMILES | Arrestin-AP2 inh | V-ATPase pHluor | Keap1-Nrf2 PPI | DAGLB inh | NSD2 inh | RTF Ca sens inh | CAL PDZ FP-2 | C-LANA FP | DSG3 Ab inh | CAL PDZ FP-1
Cc1nn(-c2ccccc2)c2sc(C(=O)NNC(=O)COc3cccc4ccccc34)cc12 | -5 | -1 | 1 | 3 | -2 | -9 | -1.5 | -0.1 | 91 | -3
COc1ccc(CC(=O)N2CCOCC2)cc1 | 35 | 0 | -2 | -1 | -6 | 1 | nt | 0.4 | 101 | 1
CCC(=O)Oc1oc(-c2ccccc2)nc1C=Nc1ccc(C)cc1 | -3 | 2 | 5 | 0 | -4 | 5 | -0.4 | -0.9 | 120 | nt
Cc1ccc(NC(=S)NCc2ccc(F)cc2)cc1 | 3 | 4 | -3 | 0 | -1 | 0 | 0.0 | 0.3 | nt | -2
COCCNC(=O)c1c(C)cc(C)cc1C | -2 | nt | 6 | 1 | -4 | -11 | -1.4 | -1.1 | 100 | 3
O=C(O)[C@@H]1CCCN1S(=O)(=O)c1cccc2cccnc12 | 26 | -1 | -1 | -4 | nt | 7 | 0.5 | 0.7 | 98 | 3
COc1ccc(C(N)=O)cc1NC(=O)CC(O)(C(F)(F)F)C(F)(F)F | 2 | -2 | -4 | 0 | -1 | -3 | -0.6 | -2.0 | 103 | -5
Cc1ccc(CNc2nnnn2C)cc1 | 14 | -1 | 5 | -1 | -2 | 0 | 1.6 | 0.8 | 104 | -3
CC(C)CC(=O)NC(NC(=S)Nc1ccccc1)C(Cl)(Cl)Cl (stereo not given) | 10 | -3 | 0 | 1 | -6 | 0 | 0.1 | -0.6 | 105 | -7
CCc1ccc(-c2nnn(Cc3nn[nH]n3)n2)cc1 | 2 | 2 | 3 | 0 | 25 | -2 | -0.8 | 2.3 | 91 | -1
CCOC(=O)c1c(N)sc2c(OC)c(Br)ccc12 | -1 | -1 | -2 | -2 | -5 | 21* | 0.6 | 1.1 | 105 | 7
Cc1cnc(NC(=O)c2ccc(-c3nc4ccccc4s3)o2)s1 | 4 | 3 | 6 | -6 | -1 | -4 | -7.0 | -0.4 | 105 | -1
CSCCC(NC(=O)c1ccc(Cl)cc1Cl)C(=O)N1CCCCCCC1 (stereo not given) | 4 | 4 | -6 | 2 | 2 | -6 | -1.8 | -1.0 | 97 | -1
Cc1nn(C(=O)Cn2ccc([N+](=O)[O-])n2)c(C)c1Cl | 31 | -4 | -3 | -3 | 4 | 2 | -0.5 | 1.7 | 113 | -1
C=CCn1c(SCC(=O)NCC2CCCO2)nnc1-c1ccncc1 (stereo not given) | 3 | 2 | -6 | -1 | 0 | -3 | -0.6 | 0.5 | 103 | -3
CCOC(=O)C1CCCN(c2c(N3CCC(N4CCCCC4)CC3)c(=O)c2=O)C1 (stereo not given) | 0 | 14 | 0 | -1 | nt | 1 | -0.9 | 0.4 | 101 | nt
CCN(C(=O)COC(=O)CNC(=O)c1cccs1)c1c(N)n(Cc2ccccc2)c(=O)[nH]c1=O | 16 | -2 | 0 | -3 | -1 | -5 | -0.4 | 2.8 | nt | 9
O=C(/C=C/c1ccccc1Cl)NCc1cccs1 | 6 | 0 | 1 | -3 | -3 | -12 | -1.3 | 0.8 | 102 | -5
CC(=O)Nc1ccc(NC(=O)c2cccc3ccccc23)cc1 | -2 | -2 | -2 | 2 | -6 | -10 | -0.8 | 1.1 | 95 | 0
Cc1cccc(NCc2ccc(O)c3ncccc23)c1 | 27 | 2 | -1 | 5 | nt | -8 | -1.8 | -0.2 | 100 | -1
Cc1cccc(NC(=S)NC23CN4CN(CN(C4)C2)C3)c1 | 7 | 0 | -7 | 1 | 3 | 0 | -0.4 | -1.7 | 100 | -3
CCc1nnc(NC(=O)CN2CCCC(C)C2)s1 (stereo not given) | 13 | -2 | -1 | -4 | -1 | -7 | -1.8 | 6.1 | 112 | 1

Pulled one by one from the list above:
SMILES | Arrestin-AP2 inh | V-ATPase pHluor | Keap1-Nrf2 PPI | DAGLB inh | NSD2 inh | RTF Ca sens inh | CAL PDZ FP-2 | C-LANA FP | DSG3 Ab inh | CAL PDZ FP-1
COCCNC(=O)c1c(C)cc(C)cc1C | -2 | nt | 6 | 1 | -4 | -11 | -1.4 | -1.1 | 100 | 3
CC(=O)Nc1ccc(NC(=O)c2cccc3ccccc23)cc1 | -2 | -2 | -2 | 2 | -6 | -10 | -0.8 | 1.1 | 95 | 0
CCN(C(=O)COC(=O)CNC(=O)c1cccs1)c1c(N)n(Cc2ccccc2)c(=O)[nH]c1=O | 16 | -2 | 0 | -3 | -1 | -5 | -0.4 | 2.8 | nt | 9
Cc1nn(-c2ccccc2)c2sc(C(=O)NNC(=O)COc3cccc4ccccc34)cc12 | -5 | -1 | 1 | 3 | -2 | -9 | -1.5 | -0.1 | 91 | -3
CCOC(=O)C1CCCN(c2c(N3CCC(N4CCCCC4)CC3)c(=O)c2=O)C1 (stereo not given) | 0 | 14 | 0 | -1 | nt | 1 | -0.9 | 0.4 | 101 | nt

Screening data deposited in PubChem by several laboratories.
